OX1R antagonist: antagonists of human orexin 1 receptor; O43613; CHO/OX1R cells, Fluo-8 calcium fluorescence, orexin A; inhibition, % at 5 µM; actives 0.43% (n = 330,000);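 active = inhibition above its plate's threshold, mean inhibition of all tested compounds on the plate plus 3 SD, cut at about 37% in these data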;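 also: 0% = orexin A challenge wells and 100% = SB-334867-A antagonist wells; not every result past the cut was called active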
Target sequence (O43613 whole entry, looked up): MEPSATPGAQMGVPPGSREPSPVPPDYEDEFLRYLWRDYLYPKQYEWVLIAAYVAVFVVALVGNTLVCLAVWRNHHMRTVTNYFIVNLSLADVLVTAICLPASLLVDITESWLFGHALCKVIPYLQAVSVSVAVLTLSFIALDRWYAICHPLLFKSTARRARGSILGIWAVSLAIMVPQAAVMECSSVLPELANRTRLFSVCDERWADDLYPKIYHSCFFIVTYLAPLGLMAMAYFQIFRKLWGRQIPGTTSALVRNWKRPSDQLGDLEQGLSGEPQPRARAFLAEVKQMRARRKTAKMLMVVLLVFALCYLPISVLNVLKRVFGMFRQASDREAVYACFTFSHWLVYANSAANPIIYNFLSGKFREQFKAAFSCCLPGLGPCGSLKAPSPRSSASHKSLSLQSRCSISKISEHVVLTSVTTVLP
CHT allo act: allosteric activators of human choline transporter CHT. CHT-expressing cells, membrane potential dye, choline EC20; stronger effect = higher value; LV-AA mutant CHT in HEK293 cells. B-score at 10 µM. actives 0.49% (n = 310,000);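 active = initial fluorescence not abnormally high and integrated response B-score, plate-corrected, over 3 SD above library mean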
Target sequence (Q9GZV3 whole entry, looked up): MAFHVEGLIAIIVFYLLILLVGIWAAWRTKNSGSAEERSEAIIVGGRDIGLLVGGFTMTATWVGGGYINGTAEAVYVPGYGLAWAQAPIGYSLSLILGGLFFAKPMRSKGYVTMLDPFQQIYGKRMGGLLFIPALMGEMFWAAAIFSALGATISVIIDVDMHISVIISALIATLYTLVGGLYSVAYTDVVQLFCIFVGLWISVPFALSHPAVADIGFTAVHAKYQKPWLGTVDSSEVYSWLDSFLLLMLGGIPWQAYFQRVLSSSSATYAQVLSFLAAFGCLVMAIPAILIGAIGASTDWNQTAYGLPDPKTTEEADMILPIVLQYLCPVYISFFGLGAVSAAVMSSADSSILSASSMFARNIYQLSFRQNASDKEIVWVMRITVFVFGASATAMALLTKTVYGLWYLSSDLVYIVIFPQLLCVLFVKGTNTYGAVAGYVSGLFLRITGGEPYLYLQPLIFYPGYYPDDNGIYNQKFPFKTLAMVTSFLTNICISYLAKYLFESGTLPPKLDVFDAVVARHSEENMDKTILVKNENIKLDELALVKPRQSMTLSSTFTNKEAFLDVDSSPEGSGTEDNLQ
* = called active by the depositor; i = inactive; . = no result given.

SMILES	OX1R antagonist	CHT allo act
Cc1nc(C(F)(F)F)c(C(=O)NC(=O)Nc2ccc(OC(F)(F)F)cc2)s1	-6	i
CCCN(CC1CC1)C(=S)Nc1ccc(Oc2ccccc2)cc1	-13	i
O=C(COc1c(Br)cc(Br)c2cccnc12)N1CCCCC1	-17	i
O=C(COC(=O)/C=C/c1ccc(Cl)c(Cl)c1)NC1CCCC1	-3	.
Cc1ccccc1NC(=O)C(C)n1c2ccccc2c2nc(=O)cc(C)n21 (stereo unspecified)	-27	i
Cc1cccn2c(CNC3CCCc4ccccc43)c(C(=O)N3CCOCC3)nc12 (stereo unspecified)	-22	i
COc1cc2c(cc1OC)C1(C)N(CC2)C(C(C)=O)=NN1c1ccc(Cl)cc1 (stereo unspecified)	-18	i
CC(NC(=O)c1cc2c(=O)n3ccccc3nc2n(CC2CCCO2)c1=N)c1ccccc1 (stereo unspecified)	-19	i
CCCCOc1ccc(C(=O)NCC(=O)NCc2ccncc2)cc1	-15	i
Cc1ccc(Nc2nc(C(=O)N3CCC(C(=O)NCc4ccccc4)CC3)cs2)cc1	-49	i
CCN(CC)CCOC(=O)C1(c2ccc(OC)c(OC)c2)CCCC1	-37	i
C=C(C)CCOC(=O)C(CC(=O)O)NCc1ccco1 (stereo unspecified)	-7	i
COc1cccc(-n2nnc(S(=O)(=O)c3ccc(C)cc3)c2N)c1	12	i
O=C(NCCc1c[nH]c2ccccc12)N[C@@H](Cc1ccccc1)C(=O)O	-11	i
N#Cc1ccc(CN(c2ccncc2)S(=O)(=O)c2ccccc2)cc1	-10	i
CC1CCCN(CCCNC(=O)c2ccc(CS(=O)(=O)Cc3cccc(Cl)c3)o2)C1 (stereo unspecified)	-18	i
O=C(CN1C(=O)NC2(CCCC2)C1=O)Nc1cc(Cl)ccc1N1CCCC1	-22	i
COC(=O)Nc1cc(C(F)(F)F)ccc1N1CCN(c2ccccc2)CC1	-5	i
CC(=O)c1c(C(C)=O)c(C)n(-c2nc(-c3cccs3)c(C)s2)c1C	-34	i
COc1ccccc1N(C)S(=O)(=O)c1ccc(C)c(C(=O)Nc2nccs2)c1	-19	i
CCc1ccc(-c2nc(SCC(=O)c3c(N)n(C4CC4)c(=O)[nH]c3=O)n[nH]2)cc1	0	.
CC(=O)NC(CC(=O)NNC(=O)C(C)Oc1ccccc1F)c1ccccc1 (stereo unspecified)	-16	i
COc1cc([N+](=O)[O-])ccc1NC(=S)NC(=O)CC(C)(C)C	-9	i
O=C(NC(=S)Nc1ccc(N2CCOCC2)c(Cl)c1)c1cccs1	-12	i
C=CCN1c2ccccc2[C@]23C[C@@H](C(=O)OC)N=C2NC(C(=O)OC)=C(C(=O)OC)[C@H]13	-21	i
CNC(=S)NN(c1ccccc1)c1ccccc1	-18	i
N#Cc1ccc(-c2ccc(F)cc2)nc1SCC(=O)Nc1sc2c(c1C#N)CCC2	-27	i
COc1ccc(/C=N/Nc2ncnc(Cl)c2N)cc1OC	-4	i
COc1cc(N)c(C(O)c2nccc3cc(OC)c(OC)cc23)cc1OC (stereo unspecified)	-10	i
O=C(O)CC(CCc1ccccc1)OC1OC(CO)C(O)C(O)C1O (stereo unspecified)	-6	i
Cn1nnnc1SCC(=O)Nc1ccccc1[N+](=O)[O-]	-3	i
Cc1cc2c(c(=O)n1CCc1ccccc1)C(c1ccco1)C(C#N)=C(N)O2 (stereo unspecified)	-12	i
CCOc1ccc(-n2c(=O)c3sccc3n(CC(=O)NCc3ccco3)c2=O)cc1	-6	i
O=C(N/N=C/c1cccc(O)c1)c1csc2ccccc12	0	i
CCc1c(C(=O)NNC(=S)NC2CCCCC2)csc1C	-14	i
O=C(NNc1nc2c(F)cc(F)cc2s1)C1COc2ccccc2O1 (stereo unspecified)	-24	i
Cc1ccc(NC(=O)COc2ccc(-c3nnco3)cc2)cc1S(=O)(=O)N1CCOCC1	-9	i
N#C/C(=C\c1ccc2c(c1)OCO2)C(N)=S	-5	i
Cc1ccc(NC(=O)CCNS(=O)(=O)c2ccc3[nH]c(=O)oc3c2)cc1F	-3	i
Cc1cccn2cc(CCNC(=O)c3ccco3)nc12	-6	i
Cc1ccc2c(c1)/C(=C/c1ccccc1C)C(=O)N2	-23	i
Nc1cc([N+](=O)[O-])ccc1O	-3	i
COC(=O)c1nn(-c2ccccc2)ccc1=O	-4	i
CCOC(=O)c1ccc2c(c1)n(CCO)c(C)[n+]2CC	-13	i
Cc1cccc(NC(=O)CCc2nnc3ccc(N4CCC(C)CC4)nn23)n1	-12	i
CCOC(=O)c1c(NC(=O)C(=O)N/N=C/c2ccccc2O)sc2c1CCCCC2	-11	i
COc1ccc(CCNC(=O)CSc2cccc3cccnc23)cc1OC	-14	i
Cc1cc(C(=O)N/N=C/c2cc(Br)cc(Br)c2OC(=O)c2ccccc2)n[nH]1	-27	i
O=C(c1ccccc1)n1nc(-c2ccccc2)nc1NCc1ccco1	-14	i
Cc1ccc(S(=O)(=O)N2CCC(N3CCCCCC3)CC2)cc1	-25	i
CN1CCN(c2ccc(CNS(=O)(=O)Cc3ccc(Cl)cc3)cc2)CC1	-11	i
Cc1cc(C(=O)COC(=O)c2cc(Cl)c(O)c(Cl)c2)c(C)n1C	-34	.
Nn1c(Cc2cccc3ccccc23)nnc1SCCOc1ccc(Br)cc1	-4	i
CC1CC(C)CN(CC(=O)c2cccs2)C1 (stereo unspecified)	-7	i
O=C(Cn1nc(-c2ccc(Cl)cc2)ccc1=O)NCC1COCCO1 (stereo unspecified)	-8	i
COc1ccc2[nH]c(=O)c(CN(Cc3nnnn3Cc3ccco3)C3CCCCC3)cc2c1	-24	i
Cc1nn(Cc2c(F)c(F)c(F)c(F)c2F)c(C)c1NC(=O)c1nn(C)cc1Br	-23	i
COc1cccc(CC(=O)NNC(=O)CN(C)S(=O)(=O)c2ccc(C)cc2)c1	-11	.
COc1cc(O)c(C(CCN2CCOCC2)c2cc(OC)c(OC)c(OC)c2)c(OC)c1 (stereo unspecified)	-14	i
COc1ccc(-c2c3c(=O)n(C)c(=O)n(C)c3cn2C2CCCCC2)cc1	-16	6.8*
Other entries follow:
SMILES	OX1R antagonist	CHT allo act
Cc1ccc(S(=O)(=O)Nc2ccccc2F)cc1C(=O)N1CCCC1	1	.
CC1CCN(CCCOc2ccc(Cl)cc2Br)CC1	-34	i
CC1CCN(Cc2c(C(=O)N/N=C/c3ccc(C(C)C)cc3)nnn2-c2nonc2N)CC1	-23	6.4*
N#Cc1ccccc1S(=O)(=O)N1CCN(C(=O)c2cn(-c3ccccc3)nc2-c2cccnc2)CC1	-19	.
O=C(NCc1ccc2c(c1)OCO2)c1ccc2c(=O)n(C3CCCC3)c(=O)[nH]c2c1	-19	i
CCCN=Cc1ccc(O)cc1	-8	i
COc1ccc(S(=O)(=O)N2C3CCC2CC(NC(=O)NC2CCCCC2)C3)cc1 (stereo unspecified)	-16	i
CC1CCCC(C)N1CCCNC(=O)c1csc2c1CCCCC2 (stereo unspecified)	-18	i
COc1cc(C(=O)NCC2CCCO2)ccc1OCc1ccc(Cl)cc1 (stereo unspecified)	5	.
CC1CCCN(C(=O)NC2CC(=O)N(c3ccc4c(c3)OCCO4)C2)C1 (stereo unspecified)	-10	i
Cc1ccc(C(=O)NCC(c2ccco2)N2CCCCC2)s1 (stereo unspecified)	-4	.
Nc1ccccc1C(=O)N1CCCC1	1	i
COCCCn1c(C)nnc1SCc1ccc(C(C)(C)C)cc1	-19	i
COC(=O)c1[nH]c2ccc(C)cc2c1NC(=O)CN1CCCc2ccccc21	-23	i
Cc1[nH]c(=O)c(C#N)c(C)c1CSc1ncccn1	-25	i
O=C(Nc1cccc(F)c1)c1c(F)c(F)c(F)c(F)c1F	-4	i
CC(=O)Nc1ccc(S(=O)(=O)NNC(=O)CCC(=O)NCc2ccccc2)cc1	-2	.
CC(=O)N1N=C(N)SC1c1cccc([N+](=O)[O-])c1 (stereo unspecified)	-16	i
Cc1ccc(Cl)cc1N1CCN(C(=O)c2noc(C(C)C)c2[N+](=O)[O-])CC1	-4	i
COc1ccc(C)cc1NC(=O)C(NCC(O)c1ccccc1)c1ccccc1 (stereo unspecified)	-27	i
Cc1cc(C)cc(NC(=O)N2CCCN(Cc3c(F)cccc3Cl)CC2)c1	0	i
Cc1cc(C)nc(NC(=O)c2ccccc2O)n1	-9	i
Cc1ccccc1OC(=O)c1cccc(S(=O)(=O)N2CCN(C)CC2)c1	-8	.
O=C(O)/C=C\c1cccc(-n2cnnn2)c1	5	i
FC(F)(F)c1nnc2n1N=C(c1cccs1)CS2	-14	i
COc1ccc(C2CC(=O)Oc3cc(C)cc(C)c32)cc1 (stereo unspecified)	14	.
COc1ccc(Cc2nnc(NC(=O)c3c(-c4ccccc4)noc3C)s2)cc1OC	-22	i
CC(C)NC(=O)N(Cc1ccc(Cl)cc1)Cc1cccs1	-11	i
CCCOc1ccc(C(=O)Nc2ccc(S(=O)(=O)N3C[C@@H]4C[C@@H](C3)c3cccc(=O)n3C4)cc2)cc1	-9	.
Brc1ccc(CN2CCN(c3ccccc3)CC2)o1	.	i
CC(=O)c1ccc(S(=O)(=O)N(C)CCCC(=O)N2CCN(c3ncccn3)CC2)cc1	-18	.
COc1cc(/C=N/N(C)c2ccccc2)ccc1O	-6	i
CCOc1ccc(OCC)c(S(=O)(=O)NNC(=O)c2c(C)nc3ccccn23)c1	-39	i
S=C(Nc1ccc2[nH]ccc2c1)NC1CCCCC1	-19	i
CCOc1ccccc1N1CCN(CC(=O)NC(C)c2ccccc2)CC1 (stereo unspecified)	-24	i
N#Cc1ccccc1Sc1ccccc1C(=O)N1CCOCC1	-4	i
O=C(Nc1ccccc1Oc1ccccc1)C1=COCCO1	-13	i
CN1CCC(N(C)C(=O)c2ccc(Cl)c(S(=O)(=O)N3CCCCC3)c2)CC1	-19	.
CCn1c(CC(=O)Nc2ccccc2F)nnc1SCC(=O)NC1CCCC1	-12	i
C=CCOC(=O)C1=C[C@@H](c2ccc(C(F)(F)F)cc2)C[C@@H](OCc2ccc(CO)cc2)O1	-10	i

21 of these compounds, reformatted.
Molecule | OX1R antagonist | CHT allo act
Cc1nc(C(F)(F)F)c(C(=O)NC(=O)Nc2ccc(OC(F)(F)F)cc2)s1 | -6 | i
CCCN(CC1CC1)C(=S)Nc1ccc(Oc2ccccc2)cc1 | -13 | i
O=C(COc1c(Br)cc(Br)c2cccnc12)N1CCCCC1 | -17 | i
O=C(COC(=O)/C=C/c1ccc(Cl)c(Cl)c1)NC1CCCC1 | -3 | .
Cc1ccccc1NC(=O)C(C)n1c2ccccc2c2nc(=O)cc(C)n21 (stereo unspecified) | -27 | i
Cc1cccn2c(CNC3CCCc4ccccc43)c(C(=O)N3CCOCC3)nc12 (stereo unspecified) | -22 | i
COc1cc2c(cc1OC)C1(C)N(CC2)C(C(C)=O)=NN1c1ccc(Cl)cc1 (stereo unspecified) | -18 | i
CC(NC(=O)c1cc2c(=O)n3ccccc3nc2n(CC2CCCO2)c1=N)c1ccccc1 (stereo unspecified) | -19 | i
CCCCOc1ccc(C(=O)NCC(=O)NCc2ccncc2)cc1 | -15 | i
Cc1ccc(Nc2nc(C(=O)N3CCC(C(=O)NCc4ccccc4)CC3)cs2)cc1 | -49 | i
CCN(CC)CCOC(=O)C1(c2ccc(OC)c(OC)c2)CCCC1 | -37 | i
C=C(C)CCOC(=O)C(CC(=O)O)NCc1ccco1 (stereo unspecified) | -7 | i
COc1cccc(-n2nnc(S(=O)(=O)c3ccc(C)cc3)c2N)c1 | 12 | i
O=C(NCCc1c[nH]c2ccccc12)N[C@@H](Cc1ccccc1)C(=O)O | -11 | i
N#Cc1ccc(CN(c2ccncc2)S(=O)(=O)c2ccccc2)cc1 | -10 | i
CC1CCCN(CCCNC(=O)c2ccc(CS(=O)(=O)Cc3cccc(Cl)c3)o2)C1 (stereo unspecified) | -18 | i
O=C(CN1C(=O)NC2(CCCC2)C1=O)Nc1cc(Cl)ccc1N1CCCC1 | -22 | i
COC(=O)Nc1cc(C(F)(F)F)ccc1N1CCN(c2ccccc2)CC1 | -5 | i
CC(=O)c1c(C(C)=O)c(C)n(-c2nc(-c3cccs3)c(C)s2)c1C | -34 | i
COc1ccccc1N(C)S(=O)(=O)c1ccc(C)c(C(=O)Nc2nccs2)c1 | -19 | i
CCc1ccc(-c2nc(SCC(=O)c3c(N)n(C4CC4)c(=O)[nH]c3=O)n[nH]2)cc1 | 0 | .

Further records
SMILES	OX1R antagonist	CHT allo act
O=C(C1CC(=O)N(C2CCCC2)C1)N1CCN(c2ccccc2F)CC1 (stereo unspecified)	-7	i
COc1cccc(/C=N/NC(=O)c2ccc(=O)n(C)c2)c1OC	7	6.3*
COc1ccc(Cl)cc1NC(=O)C1COc2ccccc2O1 (stereo unspecified)	-19	i
CC(=O)Nc1ccc(S(=O)(=O)N2CCN(Cc3ccncc3)CC2)cc1	2	i
CC1CCCCN1Cc1cnc(Cl)s1 (stereo unspecified)	-18	i
Fc1ccccc1N1CCN(c2ncnc3nc[nH]c23)CC1	-5	i
Cc1oc2c(c1C(=O)c1ccccc1)C(=O)C(=O)c1ccccc1-2	5	i
O=C(O)c1ccc2c(=O)n3c(nc2c1)/C(=C/c1ccc(Cl)c(Cl)c1)CC3	-1	i
O=C(OCCN1CCOCC1)c1cccc(F)c1	-3	i
O=C(c1cc2ccccc2o1)N1CCN(c2cccc(C(F)(F)F)c2)CC1	1	i
COc1cc(C(=O)Nc2ccc(O)cc2C(=O)O)ccc1OC(C)=O	1	i
Cc1ccc2[nH]c(=O)c3cc(C(=O)NCCN4CCN(C)CC4)sc3c2c1	0	i
CCn1c(CNC(=O)COc2ccc(C(C)C)cc2)nnc1SCC(=O)Nc1ccccc1F	2	i
C=C(C)CSC1=C(C#N)C(c2ccsc2)CC(=O)N1 (stereo unspecified)	8	i
CCCCN(CC)CCCNC(=S)Nc1ccc2nc(N3CCN(C)CC3)cc(C)c2c1	-7	i
Cc1ccc(S(=O)(=O)/N=C(/Nc2ccc([N+](=O)[O-])cc2[N+](=O)[O-])c2ccccc2)cc1	13	.
CN1CCN(Cc2cccc3ncccc23)CC1CCO (stereo unspecified)	.	i
CCOC(=O)C(C)CC(C)C(=O)N1CCOCCOCCN(C(=O)C(C)CC(C)C(=O)OCC)CCOCC1 (stereo unspecified)	-22	i
COc1ccc(NC(=O)CN2CCN(S(=O)(=O)N(C)C)CC2)cc1	-15	i

Source: PubChem
